Screening data (PubChem BioAssay)
G9a inh: blocks human histone lysine methyltransferase G9a; Q96KQ7; G9a H3K9 monomethylation, AlphaScreen, 2 h; Potency, µM (series often up to 102 µM), inactives show at the highest dose activity, negative = inhibition, usual class: inhibitors; 8.8% of 350,000 active; AID 504332; further: on the % scale 0 is the no-effect control and ±100 the full control effect; nearly all actives have a fitted effect of over 75% in size
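Quantitative HTS format: methyltransferase activity on a biotin-tagged H3K9 peptide is measured by AlphaScreen, using a rabbit anti-monomethyl-H3K9 antibody with streptavidin donor and anti-IgG acceptor beads. Final levels are 20 nM enzyme, 500 nM peptide, 20 uM SAM; 2 h RT.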
BAZ2B inh: inhibitors of human BAZ2B bromodomain; AlphaScreen BAZ2B-H3K14Ac peptide displacement; Potency, µM (series often up to 114 µM), without a hit: at the highest dose activity change, negative = inhibition, usual class: inhibitors; 4.4% of 360,000 active; further: on the % scale 0 is the no-effect control and ±100 the full control effect; nearly all actives have a fitted effect of over 60% in size
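Compounds, titrated to a top concentration of 110 uM, were incubated 30 min at room temperature with preformed BAZ2B/acetyl-K14 H3 peptide complex (50 nM each). Proximity signal was measured by AlphaScreen after 20 min with beads.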
BLM helicase inh: Bloom syndrome helicase (human) inhibition | P54132 | recombinant BLM DNA unwinding, fluorescence dequenching | Potency, µM (series often up to 56.1 µM), for inactives: top-dose activity change, negative = inhibition, hits mostly inhibitors | 0.2% of 350,000 active | AID 2528;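 further: plate controls were vehicle for no effect and no enzyme for full effect; nearly all actives have a fitted effect of over 35% in size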
POLI inh: blocks human DNA polymerase iota activity | Q9UNA4 | Pol iota fluorescent replication assay, 10 min | Potency, µM (series often up to 115 µM), for inactives: at the highest dose activity, negative = inhibition, hits mostly inhibitors | 1% of 390,000 active | AID 588590
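Fluorescent replication assay read twice, at 0 min and 10 min after adding 50 nM (final) substrate. Enzyme (10 nM) and compounds were first incubated 15 min at room temperature; enzyme-free buffer wells were negative controls.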
Pin1 inhibitor: human Pin1 inhibition; Q13526; Pin1 FP peptide displacement, HiFluor488, 10 min; Potency, µM (highest dose often 115 µM), for the others: top-dose activity, negative = inhibition, usual class: inhibitors; 0.009% of 390,000 active; active means well fitted inhibition curve with a large enough effect in the polarisation, with a control signal flat, not every such curve was filed as active; inconclusive means small, poorly fitted or top-dose-only effect, or effect the other way, or a change in a side signal; inactive means no such curve, though single readings can be large or run the other way; the % refers to the polarisation; further: on the % scale 0 is the no-effect control and ±100 the full control effect
Target sequence (Q13526 whole entry, looked up): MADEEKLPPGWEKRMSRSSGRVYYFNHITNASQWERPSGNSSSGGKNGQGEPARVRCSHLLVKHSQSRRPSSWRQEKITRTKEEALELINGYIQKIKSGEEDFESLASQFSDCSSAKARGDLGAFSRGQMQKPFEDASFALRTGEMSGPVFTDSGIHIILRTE
GLS inh: inhibitors of human glutaminase (GLS); GLS enzymatic activity, qHTS titration; Potency, µM (top dose mostly 45.5 µM), without a hit: at the top dose activity change, negative = inhibition, most hits filed as inhibitors; 0.21% of 410,000 active; further: on the % scale 0 is the no-effect control and ±100 the full control effect
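hKGA; 45 mM KH2PO4 pH 8.2 + 0.02% Tween-20; cpd via pin tool; 1 mM Gln soln; GluOx/HRP/Amplex Red; RT 30 min; fluor. t0 & final.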
JMJD2A Tudor inh: blocks the human JMJD2A Tudor domain. AID 504339. AlphaScreen JMJD2A-Tudor / H3K4me3 peptide binding. 4.4% of 390,000 active. Potency, µM (highest dose often 114 µM), for inactives: top-dose activity change, negative = inhibition, actives largely listed as inhibitors. O75164; further: on the % scale 0 is the no-effect control and ±100 the full control effect; nearly all actives have a fitted effect of over 50% in size
Tb PGK inh: inhibitors of T. brucei phosphoglycerate kinase; P07378; PGK/GAPDH coupled, Kinase-Glo luminescence, 60 min; Potency, µM (top dose mostly 57.5 µM), for inactives: at the highest dose activity change, negative = inhibition, hits mostly inhibitors; 0.043% of 380,000 active; AID 602233; further: on the % scale 0 is the no-effect control and ±100 the full control effect; nearly all actives have a fitted effect of over 60% in size
Target sequence (P07378 whole entry, looked up): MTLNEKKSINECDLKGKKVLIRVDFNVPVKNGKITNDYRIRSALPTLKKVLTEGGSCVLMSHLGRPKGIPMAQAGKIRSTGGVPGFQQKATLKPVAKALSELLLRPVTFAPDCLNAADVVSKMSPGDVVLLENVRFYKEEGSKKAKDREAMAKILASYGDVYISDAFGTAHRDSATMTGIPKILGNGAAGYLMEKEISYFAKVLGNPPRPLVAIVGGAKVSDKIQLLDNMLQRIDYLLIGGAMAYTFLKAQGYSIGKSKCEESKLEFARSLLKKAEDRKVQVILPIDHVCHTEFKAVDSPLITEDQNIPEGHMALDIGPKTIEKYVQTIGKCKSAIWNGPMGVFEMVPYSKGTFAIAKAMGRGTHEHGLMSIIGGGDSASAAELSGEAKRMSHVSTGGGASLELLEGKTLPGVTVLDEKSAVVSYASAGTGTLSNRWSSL
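Luminescent ATP detection (Kinase-Glo Plus) follows a 60-minute room-temperature incubation, with wells lacking PGK as controls. Buffer: 100 mM TEA (pH 7.6), 5 mM MgCl2, 0.01% Tween-20. Coupling enzyme GAPDH (100 nM final) supplies unstable 1,3-BPG in-well.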
HP1b chromo inh: inhibitors of HP1-beta chromodomain binding to methylated histone tails; P83916; AlphaScreen HP1-beta / biotin-H3K9me3 peptide binding; Potency, µM (titrated, usually from 114 µM), for the others: top-dose activity change, negative = inhibition, usual class: inhibitors; 0.56% of 390,000 active; AID 540317; further: nearly all actives have a fitted effect of over 70% in size; inactives centre near 23
Target sequence (P83916 whole entry, looked up): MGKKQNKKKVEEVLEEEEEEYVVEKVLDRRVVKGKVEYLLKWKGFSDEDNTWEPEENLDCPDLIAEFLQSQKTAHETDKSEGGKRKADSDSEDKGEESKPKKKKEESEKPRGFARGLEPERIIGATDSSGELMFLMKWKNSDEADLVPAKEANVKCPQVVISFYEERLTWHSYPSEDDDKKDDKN
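AlphaScreen: HP1-beta (50 nM) preformed 30 min with biotin-H3(1-18)K9me3 peptide (50 nM) in PBS pH 7.4, 0.01% Tween-20. Compound added for 30 min at RT, then streptavidin donor/nickel chelate acceptor beads (10 ug/mL) for 30 min.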
Numbers without * were called inactive; i = inactive; ? = inconclusive; . = not tested or not shown; & = joins results of further samples; [ ] = another dose, or the depositor's remark. Unless noted, the call rests on the fitted dose curve; in most records, active means well fitted curve in the direction sought with a large enough effect; inconclusive means small, poorly fitted or top-dose-only effect, or another doubt; inactive means no such curve, though single readings can be large; an effect the other way counts as inactive or inconclusive. Potency means the concentration at half of the fitted maximal effect. A portion of the library; count on the stated rates, not on these rows.

SMILES	G9a inh	BAZ2B inh	BLM helicase inh	POLI inh	Pin1 inhibitor	GLS inh	JMJD2A Tudor inh	Tb PGK inh	HP1b chromo inh
O=C(Nc1nc(-c2ccc3c(c2)OCCO3)cs1)C1CC(=O)N(c2ccc3c(c2)OCCO3)C1 (stereo unspecified)	.	.	.	-7%	32%[activator]	.	-19%	.	6%
CC1CCN(C(C(=O)Nc2ccc3c(c2)OCO3)c2ccccc2)CC1 (stereo unspecified)	-6%	5%	-4%	-6%	4%	9%	-28%	-8%	19%
COc1ccc(C(C2C(=O)CC(C)(C)CC2=O)C2C(=O)CC(C)(C)CC2=O)cc1COCC(F)(F)F	?	-7%	-1%	-3%	6%	50%[activator]	3%	-7%	58%
N#CCCN1CCN(C(=S)c2ccc(-c3ccc(Cl)cc3)o2)CC1	?	40µM*	-9%	3%	7%	6%	45µM*	18%	?
O=C(OCn1nnc2ccccc2c1=O)C1CCCCC1	-1%	10%	-1%	7%	-8%	3%	1%	-3%	31%
O=C(CN1C(=O)/C(=C/c2ccc(C(F)(F)F)cc2)Sc2ccccc21)NCCCN1CCOCC1	-7%[59 µM]	-29%	-4%	19%	-7%	-5%	-19%	-3%	22%
O=C(Cn1cc(C(F)(F)F)ccc1=O)N/N=C/c1cccc(Cl)c1Cl	13%[59 µM]	22%	-4%	27%	-7%	2%	-8%	-10%	13%
Cc1cccc(NC(=O)CSC(N)=O)c1C	-4%[59 µM]	0%	-1%	0%	-6%	18%	-9%	i	51%[activator]
COc1ccccc1C(=O)OCC(=O)Nc1cccc(S(=O)(=O)NC2=NCCCCC2)c1	.	.	.	-7%	-5%	-4%	-1%	-1%	18%
CS(=O)(=O)Nc1ccc(C2=NN(C(=O)c3ccco3)C(c3ccccc3F)C2)cc1 (stereo unspecified)	50µM*	.	0%	13%	-1%	16%	-22%	-6%	23%
CCC(=O)N1CCc2cc(Br)cc(S(=O)(=O)CCC(=O)N(CC)CC)c21	6%	-1%	3%	43%[activator]	4%	7%	-13%	-9%	25%
O=C(NCCc1ccccc1)C1CCN(c2nc3ccccc3nc2C(F)(F)F)CC1	-3%[59 µM]	3%	2%	13%	-3%	-4%	-7%	i	4%
CCOC(=O)c1c(C)c(C(=O)NCc2ccccn2)c(C)n1C	?	-8%	3%	2%	4%	3%	-10%	-4%	13%
COc1cc(CN(C)C(=O)C(=O)c2c[nH]c3ccccc23)ccc1O	.	.	.	-17%	1%	34%	-25%	-8%	11%
Cc1nnsc1S(=O)c1ccc(Cl)c(Cl)c1 (stereo unspecified)	22%	-3%	-5%	-10%	-2%	-2%	4%	.	51%[activator]
O=C(COC(=O)C12CC3CC(CC(Br)(C3)C1)C2)Nc1ccc2[nH]c(=O)[nH]c2c1	-28%	-20%	.	?	?	-8%	-10%	i	24%
O=C(Nc1cc(C(F)(F)F)ccc1N1CCOCC1)c1n[nH]c(=O)c2ccccc12	3%[59 µM]	.	-3%	6%	-6%	3%	-7%	-4%	12%
CN(CC(=O)Nc1ccc(Cl)cc1)C1=NS(=O)(=O)c2ccccc21	2%[12.7 µM]	11%	.	15%	2%	-5%	3%	7%	49%[activator]
CCC(=O)Nc1nc2ccccc2n1CCN1CCOCC1	?	.	3%	52%[activator]	-6%	1%	3.2µM*	-9%	-10%
CC(C)(C)C(=O)Cn1c(NCCCO)nc2ccccc21	-12%	4%	-1%	-5%	1%	13%	-11%	-11%	23%
O=C(CNS(=O)(=O)c1ccccc1)OCC(=O)c1ccc(Br)cc1	-10%	3%	-2%	4%	0%	6%	-9%	-10%	-13%
C=C(NC(=O)C(=C)NC(=O)c1csc(C2=NC3c4csc(n4)C4NC(=O)c5csc(n5)C(C(C)(O)C(C)O)NC(=O)C5CSC(=N5)/C(=C/C)NC(=O)C(C(C)O)NC(=O)c5csc(n5)C3(CC2)NC(=O)C(C)NC(=O)C(=C)NC(=O)C(=C)NC(=O)C(C(C)C)NC2C=Cc3c(C(C)O)cc(nc3C2O)C(=O)OC4C)n1)C(N)=O (stereo unspecified)	.	.	.	22µM*	68%[activator]	-5%	-28%	i	17%
Cc1ccc(-c2noc(C3CCCN(C(=O)c4cccc(F)c4)C3)n2)cc1 (stereo unspecified)	20%	12%	-8%	21%	-2%	-8%	8%	-10%	51%[activator]
C=CCn1c(SCC(=O)c2c(N)n(C)c(=O)n(C)c2=O)nnc1-c1ccoc1C	.	.	.	180%[activator]	-9%	-6%	1%	4%	20%
C=CCN1C=C(C(C)=O)C(=O)CC1	.	.	.	25%	-7%	-2%	-4%	-7%	58%[activator]
O=C(O)CC12CC3CC(C1)CC(n1ncc(NCc4ccc(F)cc4)c(Cl)c1=O)(C3)C2	3%	-15%	1%	3%	-2%	11%	-10%	6%	41%[activator]
COc1cc(OC)cc(C(=O)Nc2ccc(N3CCN(C(=O)c4cccs4)CC3)cc2)c1	.	-19%	-6%	8%	7%	6%	-28%	8%	-9%
CC(C)CC(=O)Nc1cccc(-c2nc3ncccc3o2)c1	16%	3%	-4%	9%	-13%	-5%	-5%	i	23%
CCOc1cc(/C=N/NC(=O)C(=O)NCc2ccc3c(c2)OCO3)ccc1OCC(=O)N1CCOCC1	8%	-4%[57.1 µM]	1%	18%	0%	2%	-18%	1%	59%[activator]
COCc1cc(C)nc2sc3c(=O)n(-c4cccc5ccccc45)nnc3c12	-42%[59 µM]	-3%	1%	15%	-6%	7%	-8%	0%	17%
CC(C)C(NS(=O)(=O)c1cccc2nsnc12)C(=O)NC1CCCCC1 (stereo unspecified)	.	-13%	0%	22%	-1%	2%	3%	8%	35%
COc1cc2[nH]c3c(N4CCN(c5ccc(Cl)cc5)CC4)ncnc3c2cc1OC	-2%	?	-1%	18%	-4%	9%	-11%	3%	28%
CC1Sc2ccc(S(=O)(=O)N(C)Cc3ccccc3)cc2NC1=O (stereo unspecified)	68%[activator]	-16%	-5%	?	-4%	8%	-15%	-5%	17%
Cc1cc(=O)oc2c3c(cc(OCC(=O)N[C@@H](C)C(=O)O)c12)OC(C)(C)CC3	3%	-3%	-6%	5%	-3%	1%	-13%	1%	19%
CCOc1ccc(NS(=O)(=O)c2ccc(N)cc2)cc1	1%	7%	0%	16%	3%	18%	-10%	-1%	9%
Cc1ccccc1NC(=O)c1ccc(OCc2c(C)noc2C)cc1	-8%[12.7 µM]	-3%	.	31%[activator]	-5%	-2%	1%	7%	28%

As a working copy, part of the list above:
SMILES	G9a inh	BAZ2B inh	BLM helicase inh	POLI inh	Pin1 inhibitor	GLS inh	JMJD2A Tudor inh	Tb PGK inh	HP1b chromo inh
C=CCN1C=C(C(C)=O)C(=O)CC1	.	.	.	25%	-7%	-2%	-4%	-7%	58%[activator]
O=C(O)CC12CC3CC(C1)CC(n1ncc(NCc4ccc(F)cc4)c(Cl)c1=O)(C3)C2	3%	-15%	1%	3%	-2%	11%	-10%	6%	41%[activator]
COc1cc(OC)cc(C(=O)Nc2ccc(N3CCN(C(=O)c4cccs4)CC3)cc2)c1	.	-19%	-6%	8%	7%	6%	-28%	8%	-9%
CC(C)CC(=O)Nc1cccc(-c2nc3ncccc3o2)c1	16%	3%	-4%	9%	-13%	-5%	-5%	i	23%
CCOc1cc(/C=N/NC(=O)C(=O)NCc2ccc3c(c2)OCO3)ccc1OCC(=O)N1CCOCC1	8%	-4%[57.1 µM]	1%	18%	0%	2%	-18%	1%	59%[activator]

(continued)
SMILES	G9a inh	BAZ2B inh	BLM helicase inh	POLI inh	Pin1 inhibitor	GLS inh	JMJD2A Tudor inh	Tb PGK inh	HP1b chromo inh
CC(=O)N1CCN(C(=O)C2(NC(=O)Nc3ccc(C)cc3)CCCCC2)CC1	-20%	25%	0%	10%	-2%	2%	-1%	-10%	12%
CCc1ccccc1NC(=O)c1nnn(CC(=O)Nc2c(C)cc(C)cc2C)c1N	-4%[59 µM]	.	-3%	6%	0%	-4%	-4%	5%	24%
C=CCN1CCC(=O)C(C(=O)OCC)=C1C(=O)OCC	.	.	.	24%	1%	-3%	-8%	-10%	35%
Cc1cc[n+](CC(=O)c2cccc([N+](=O)[O-])c2)c2ccccc12	.	-33%	-2%	21%	2%	1%	-29%	-4%	7%
Cc1cccc(C(=O)NCC(=O)OC(C)C(=O)Nc2ccc(Cl)cn2)c1 (stereo unspecified)	-33%[59 µM]	-1%	.	-1%	-4%	-2%	-9%	-8%	31%
CCOC(=O)C1CCN(C(=O)c2ccc3c(=O)n4nc(Nc5ccccc5)sc4nc3c2)CC1	-12%[59 µM]	-9%	-1%	-8%	?	-12%&1%	-21%	11%	12%
COC(=O)c1c(C)[nH]c(C(=O)C(C)OC(=O)c2cc(C)oc2C)c1C (stereo unspecified)	14%[12.7 µM]	0%	.	3%	1%	-12%	-10%	-2%	24%
CCOC(=O)c1ccc(N2CC3=C(C2=O)C(c2ccc(OC)cc2)NC(=O)N3C)cc1 (stereo unspecified)	5%[59 µM]	-4%	-10%	9%	-2%	6%	5%	i	48%[activator]

Random excerpt: 4 compounds from above.
SMILES	G9a inh	BAZ2B inh	BLM helicase inh	POLI inh	Pin1 inhibitor	GLS inh	JMJD2A Tudor inh	Tb PGK inh	HP1b chromo inh
COC(=O)c1c(C)[nH]c(C(=O)C(C)OC(=O)c2cc(C)oc2C)c1C (stereo unspecified)	14%[12.7 µM]	0%	.	3%	1%	-12%	-10%	-2%	24%
CCc1ccccc1NC(=O)c1nnn(CC(=O)Nc2c(C)cc(C)cc2C)c1N	-4%[59 µM]	.	-3%	6%	0%	-4%	-4%	5%	24%
C=CCN1CCC(=O)C(C(=O)OCC)=C1C(=O)OCC	.	.	.	24%	1%	-3%	-8%	-10%	35%
CC(=O)N1CCN(C(=O)C2(NC(=O)Nc3ccc(C)cc3)CCCCC2)CC1	-20%	25%	0%	10%	-2%	2%	-1%	-10%	12%
